CDK5 p35 inh = inhibitors of human CDK5/p35 kinase, primary screen, biochemical, single concentration; Cyclin-dependent kinase 5 (Homo sapiens) + Cyclin-dependent kinase 5 activator 1 (Homo …; Recombinant CDK5/p35, ADP-Glo luminescence, 60 min; inhibition, % at 10 µM; 330,000 compounds, 0.01% hits;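 active means highest replicate inhibition of at least 50% and at least 75% of replicates reaching 50%; inconclusive means only one of the two criteria met; inactive means both criteria failed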;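 further: plate controls were DMSO neutral control for no effect and GW8510 at 10 µM for full effect; many of its hits are not listed in these tables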
Target sequence (Q00535 whole entry, looked up): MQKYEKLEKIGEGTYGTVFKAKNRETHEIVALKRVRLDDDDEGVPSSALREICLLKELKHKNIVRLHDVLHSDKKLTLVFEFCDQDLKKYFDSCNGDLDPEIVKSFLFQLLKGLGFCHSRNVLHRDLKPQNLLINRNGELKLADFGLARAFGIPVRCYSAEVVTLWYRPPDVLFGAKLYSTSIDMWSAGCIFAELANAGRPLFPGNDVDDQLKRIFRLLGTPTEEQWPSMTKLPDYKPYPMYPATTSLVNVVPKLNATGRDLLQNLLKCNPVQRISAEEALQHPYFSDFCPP
Target sequence (Q15078 whole entry, looked up): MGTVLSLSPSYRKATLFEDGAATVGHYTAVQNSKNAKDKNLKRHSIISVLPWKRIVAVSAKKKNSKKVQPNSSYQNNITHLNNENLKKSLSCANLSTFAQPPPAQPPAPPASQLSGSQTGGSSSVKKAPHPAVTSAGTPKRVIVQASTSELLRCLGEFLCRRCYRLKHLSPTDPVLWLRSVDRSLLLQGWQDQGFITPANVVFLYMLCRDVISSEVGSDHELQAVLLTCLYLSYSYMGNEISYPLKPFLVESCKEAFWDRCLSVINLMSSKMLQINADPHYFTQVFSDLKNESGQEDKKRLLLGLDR
Wnt act = Wnt/beta-catenin pathway activators, primary screen, cell-based, plate reader, single point; activation, % at 9.35 µM; Wnt/beta-catenin reporter cell assay, activator; 300,000 compounds, 1.2% hits; in the data active means activation above about 30%, passing the limit was not always enough; inconclusive means no clear call, values can overlap the other calls;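 further: 0% = neutral control wells and 100% = positive control wells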
SR-BI DiI-HDL act = activators of SR-BI mediated DiI-HDL uptake, primary screen, ldlA[mSR-BI] CHO cells, DiI fluorescence | 3 h; 100 = double the neutral-control signal | activation, % at 12.5 µM | 320,000 compounds, 0.096% hits | AID 504775, 2011;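 active means mean replicate activation of at least 60% and every replicate at or above 60%; inconclusive means mean or all-replicate condition met, but not both; inactive means mean below 60% and not all replicates reaching 60%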;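 further: 0% = median plate neutral-control signal and 100% = twice that signal; values of inactives mirror those of a sister screen read the other way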
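Test system: SR-BI-overexpressing, LDLR-lacking CHO cells; Also added: labelled HDL, 10 µg/mL; Measured by: bottom-read cell fluorescence after medium removal, ex 550/em 595 nm; Timing: 3 h uptake period with compound, 37 °C; Buffer or medium: F12, 0.5% BSA, 25 mM HEPES; Doses: single compound concentration, delivered by pin transfer.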
Rtt109 HAT inh = inhibitors of C. albicans Rtt109/Vps75 HAT, primary screen, biochemical, ThioGlo CoA-SH fluorescence, plate reader | purified Rtt109/Vps75, 4 h | inhibition, % at 34.9 µM | 330,000 compounds, 0.16% hits | AID 540336, 2011;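 active means inhibition of at least 50% in every replicate; inconclusive means best replicate reaches 50% inhibition but some replicates fall short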
HTR5A ag ctr = HTR5A agonists in luminescence cell assay, primary screen, counter-screen for OPRM1-OPRD1 heterodimer agonist project, full-deck HTS. 340,000 compounds, 0.61% hits. cell-based. activation, % at 9.3 µM; in the data active means activation mostly above about 9.5%, no sharp cut-off; inactive means mostly below about 7.6%;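 further: 0% = cells with vehicle only and 100% = reference agonist; strong numbers were not always called active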
MITF TRPM1 HTS = activators of MITF-driven TRPM1 promoter reporter, primary screen, cell-based, SK-MEL-5, luciferase, single point. 300,000 compounds, 0.75% hits. activation, % at 12.5 µM. SK-MEL-5 TRPM1-promoter luciferase, 24 h; % of positive control, neutral wells = 0. AID 588334, 2011;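 active means mean activation of at least 80% with every replicate also reaching 80%; inconclusive means mean reaches 80% but some replicate falls short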;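 further: 0% = neutral control wells and 100% = parthenolide positive control wells; values of inactives mirror those of a sister screen read the other way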
dFosB act = activators of delta FosB homodimer, primary screen, biochemical, fluorescence polarization, TAMRA-CDK5 oligo, single point. AID 493131, 2011. activation, % at 25 µM. 340,000 compounds, 0.99% hits. purified delta FosB; percent of positive-control signal above neutral wells;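 active means mean activation above about 17%, with every replicate also reaching it, limit read from the data, passing the limit was not always enough; inconclusive means only one of the two conditions met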;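 further: fluorescence polarization rise as delta FosB binds a TAMRA Cdk5 AP-1 oligo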
Target sequence (P13346 whole entry, looked up): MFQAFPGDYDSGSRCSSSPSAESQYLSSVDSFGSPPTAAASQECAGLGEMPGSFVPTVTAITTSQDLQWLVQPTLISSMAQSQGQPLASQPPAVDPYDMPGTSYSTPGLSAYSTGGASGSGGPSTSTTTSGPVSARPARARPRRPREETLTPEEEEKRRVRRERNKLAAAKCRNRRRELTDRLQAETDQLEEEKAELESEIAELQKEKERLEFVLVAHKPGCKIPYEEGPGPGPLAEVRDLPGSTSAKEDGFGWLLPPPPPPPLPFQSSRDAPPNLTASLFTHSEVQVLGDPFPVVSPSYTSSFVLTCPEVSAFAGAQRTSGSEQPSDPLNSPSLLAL
RTF Ca sens act = cardiac RTF calcium sensitivity activators, primary screen, biochemical, IANBD-TnC fluorescence, EC20 calcium. IANBD-labeled TnC RTF fluorescence at EC20 calcium; 0% EC20 calcium, 100% full calcium. activation, % at 7.2 µM. 340,000 compounds, 0.24% hits;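 active means activation above the mean over all tested compounds plus 3 SD, cut at about 30% in these data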;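 further: rise in fluorescence read as greater calcium sensitivity of cardiac thin filaments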
PvdQ acylase = P. aeruginosa PvdQ acylase inhibitors, primary screen, biochemical, fluorescence, plate reader and imaging, single point; inhibition, % at 10 µM; PvdQ acylase [Pseudomonas aeruginosa LESB58]; purified PvdQ acylase; 340,000 compounds, 0.063% hits; AID 488965, 2010; in the data active means inhibition above about 30%, passing the limit was not always enough; inconclusive means no clear call, values can overlap the other calls;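 further: 0% = vehicle neutral wells and 100% = reference inhibitor wells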
SR-BI HDL uptake = inhibitors of SR-BI mediated HDL lipid uptake, primary screen, ldlA[mSR-BI] cells, fluorescence, single point | Scavenger receptor class B member 1 (Mus musculus), Q61009 | ldlA[mSR-BI] CHO cells, DiI-HDL uptake fluorescence, 3 h | inhibition, % at 12.5 µM | 320,000 compounds, 0.96% hits | AID 488896, 2010;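 active means mean replicate inhibition of at least 70% and a set share of replicates each scoring 70 or more; inconclusive means meets just one of the two criteria; inactive means fails both criteria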;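 further: 0% = median of neutral control wells and 100% = median of positive control wells; values of inactives mirror those of a sister screen read the other way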
* hit, by the source's call; ? = inconclusive; / = not tested or not shown; & = joins results of further samples.

SMILES | CDK5 p35 inh | Wnt act | SR-BI DiI-HDL act | Rtt109 HAT inh | HTR5A ag ctr | MITF TRPM1 HTS | dFosB act | RTF Ca sens act | PvdQ acylase | SR-BI HDL uptake
O=C1c2ccccc2C(=O)C1c1ccccn1 | 18 | -2 | 19 | 10 | 2 | 60 | -4 | 2 | -10 | -19
CC1(C)CC(=O)C2=C(C1)OC(N)=C(C#N)C2c1cn(-c2ccccc2)nc1-c1ccccc1 (configuration not stated) | / | 26 | -1 | ? | 6 | 29 | -4 | -5 | -11 | 1
CCOP(=O)(OCC)c1nc(Cc2ccccc2)oc1NCc1ccccc1 | 0.1 | 1 | 15 | 9 | 6 | 9 | 5 | 4 | 4 | -15
O=C(NNC(=S)NC(=O)c1ccco1)c1ccc(NC(=O)c2ccccc2)cc1 | -1.8 | -2 | -41 | -1 | -2 | -21 | -7 | 2 | -4 | 41
CCN(CC(=O)Nc1ccc(NC(C)=O)cc1)Cc1c(O)ccc2cc(Br)ccc12 | 8.6 | 0 | -1 | 1 | 4 | 3 | 0 | -3 | -3 | 1
CN(C)S(=O)(=O)N1CCN(C(=O)N2CCOCC2)CC1 | -1.2 | / | 27 | 0 | -4 | -17 | 3 | 7 | -5 | -27
Nc1nonc1C(=O)NCCNCc1ccccc1OCc1ccc(F)cc1 | 0.5 | -1 | -4 | -15 | 2 | -5 | 0 | 6 | -6 | 4
Cc1ccc(OCC(=O)NCCc2c[nH]c3ccccc23)cc1 | 0.2 | 0 | 14 | 1 | 2 | -20 | -3 | 0 | -1 | -14
CCc1ccccc1-n1nnnc1-c1cnccc1C(F)(F)F | -0.6 | -1 | -27 | -4 | 9 | 2 | 1 | -3 | 0 | 27
Cc1ccc(NCc2nnc(SCC(=O)c3ccc4c(c3)OCCO4)o2)c(C)c1 | 0.6 | 0 | -26 | 8 | -2 | -6 | 29* | 6 | -1 | 26
CN(C)C(=S)NCc1ccccc1 | -0.2 | / | 8 | 10 | 4 | 9 | 3 | -2 | -9 | -8
CCc1nnc(NC(=O)CSc2ncnc3c2oc2ccccc23)s1 | -1.8 | 1 | 5 | 2 | -1 | -9 | 1 | 1 | 1 | -5
COc1ccc(C(=O)N/N=C2\CCS(=O)(=O)c3ccc(F)cc32)cc1OC | -0.2 | -5 | / | -3 | -4 | -6 | 0 | 0 | -10 | /
COc1ccccc1N(CC(=O)NC1CCCCC1C)S(=O)(=O)c1cccs1 (configuration not stated) | -1.9 | -6 | 14 | 2 | 7 | 1 | -10 | -1 | -15 | -14
CCOC(=O)c1ccc(N2C=C(C(=O)OC)C(c3cccc(O)c3)C(C(=O)OC)=C2)cc1 | 1.1 | 4 | -21 | -4 | 5 | 5 | -7 | 2 | -17 | 21
COc1ccc(-c2csc3ncnc(N4CCN(c5ccccc5)CC4)c23)cc1 | 0.4 | -3 | -6 | 0 | -1 | -5 | -2 | 2 | -9 | 6
COc1ccc(CC(=O)NCC2CCCN(Cc3ccc(OC(F)(F)F)cc3)C2)cc1 (configuration not stated) | -0.2 | 0 | 11 | -3 | -3 | / | -5 | 12 | -17 | -11
N/C(=N\OC(=O)Nc1ccccc1)c1cccc(C(F)(F)F)c1 | -1.4 | 1 | 2 | 0 | 7 | 12 | 2 | -4 | -2 | -2
CCCCOc1ccc(-c2nc(SCC(N)=O)n[nH]2)cc1 | 1.8 | -5 | 22 | 0 | -4 | ? | -6 | 6 | -22 | -22
COc1cccc(OC)c1C(=O)OCC(=O)Nc1cccnc1Cl | 0.1 | -1 | -27 | 9 | 3 | 9 | -2 | 10 | 4 | 27
CCc1ccc(NC(=O)CSc2nc3cc(C(=O)OC)ccc3c(=O)n2CC2CCCO2)cc1 (configuration not stated) | -2.8 | / | 4 | 5 | 5 | / | 2 | -5 | -1 | -4
COc1cc(NC(=O)N2c3ccccc3Sc3ccccc32)c(C(=O)O)cc1OC | -0.1 | -1 | -16 | 1 | -2 | -3 | -8 | -4 | -9 | 16
COc1ccc(CCNC(=O)CCc2nnc(Cc3ccc4c(c3)OCO4)o2)cc1 | 0.6 | -1 | 17 | 4 | -3 | -2 | -6 | -6 | -4 | -17
CCOc1ccc(S(=O)(=O)N2CCC(C(=O)NCC3CCCO3)CC2)cc1 (configuration not stated) | -0.8 | 1 | 32 | 3 | 0 | 16 | -6 | -2 | 4 | -32
CCN1C(=O)C(Cc2nc3ccccc3c(=O)n2-c2ccccc2)c2ccccc21 (configuration not stated) | 1.1 | / | -14 | -1 | -1 | 6 | -4 | -2 | -2 | 14
O=C(CNC(=O)c1ccc2ccccc2c1)NCc1ccccc1F | -0.6 | 3 | 8 | -6 | 3 | 4 | -4 | 2 | -15 | -8
CSc1cccc(N2CC(C(=O)N(CC(C)C)c3c(N)n(Cc4ccccc4)c(=O)[nH]c3=O)CC2=O)c1 (configuration not stated) | 0.2 | -3 | -16 | -52 | 3 | -2 | -2 | -9 | -12 | 16
O=C(N[C@@H](Cc1c[nH]c2ccccc12)C(=O)O)c1ccccc1Cl | -0.8 | 3 | / | -3 | -1 | -1 | -2 | -2 | -17 | /
CCN(Cc1ccccc1)S(=O)(=O)c1ccc(OC)c2ncccc12 | 1.1 | 11 | -16 | 0 | 1 | 5 | -3 | 6 | -7 | 16
COC(=O)C1(C)NC(c2ccc(O)cc2)C2C(=O)N(c3ccccc3)C(=O)C21 (configuration not stated) | 2.1 | 0 | -14 | -1 | 5 | -9 | 2 | -3 | 0 | 14

By substructure, the entries above containing two or more sulfur atoms (2)
SMILES | CDK5 p35 inh | Wnt act | SR-BI DiI-HDL act | Rtt109 HAT inh | HTR5A ag ctr | MITF TRPM1 HTS | dFosB act | RTF Ca sens act | PvdQ acylase | SR-BI HDL uptake
CCc1nnc(NC(=O)CSc2ncnc3c2oc2ccccc23)s1 | -1.8 | 1 | 5 | 2 | -1 | -9 | 1 | 1 | 1 | -5
COc1ccccc1N(CC(=O)NC1CCCCC1C)S(=O)(=O)c1cccs1 (configuration not stated) | -1.9 | -6 | 14 | 2 | 7 | 1 | -10 | -1 | -15 | -14

Further results follow.
SMILES | CDK5 p35 inh | Wnt act | SR-BI DiI-HDL act | Rtt109 HAT inh | HTR5A ag ctr | MITF TRPM1 HTS | dFosB act | RTF Ca sens act | PvdQ acylase | SR-BI HDL uptake
O=C(O)Cc1csc(-c2cccc(Oc3ccccc3)c2)n1 | 0.8&-1.1 | 4&2 | 4 | -3&0 | 1&2 | -1&-3 | 2&-4 | -2&2 | -14&-14 | -4
Cc1ccc(NC(=O)CSc2nnc(C)c(=O)n2N)cc1 | -1.0 | 0 | 6 | 2 | 0 | -1 | -2 | 1 | -11 | -6
CC(C)c1[nH]nc2c1C(c1cccc(OC(=O)N3CCOCC3)c1)C(C#N)=C(N)O2 (configuration not stated) | 0.5 | -2 | / | 3 | 5 | -1 | -5 | -4 | -12 | /
COc1ccc(-n2cnnc2SC(C)C(=O)Nc2cccc([N+](=O)[O-])c2)cc1 (configuration not stated) | -0.8 | -4 | 4 | 1 | 9 | 3 | -2 | 4 | 1 | -4
CC(C)C[C@H](NC(=O)c1nc[nH]c1C(=O)NCC(=O)OCc1ccccc1)C(=O)OCc1ccccc1 | -0.6 | -6 | -2 | 1 | 6 | -16 | -9 | -5 | -2 | 2
O=C(OCc1ccccc1)N1CCC2CC1c1cc(Cl)ccc12 (configuration not stated) | 0.9 | 0 | 6 | 0 | 1 | 25 | -9 | 1 | -9 | -6
C/C(=N\NC(=O)C(O)c1ccccc1)c1ccc(C)s1 (configuration not stated) | -1.4 | 3 | -2 | 6 | -2 | 8 | -5 | -1 | 6 | 2
O=C1CN(C(=O)COC(=O)c2cccnc2Cl)c2ccccc2N1 | 0.3 | -1 | 4 | 7 | 7 | -3 | -4 | 2 | 5 | -4
CCOC(=O)c1c(NC(=O)Cn2nc(C(F)(F)F)cc2C)sc(C)c1C | -7.7 | -4 | -30 | 2 | 3 | -11 | 10 | 1 | -7 | 30
O=C(O)c1ccc(NN=Cc2cc(=O)[nH]c(=O)[nH]2)cc1 | -3.9 | -2 | 8 | 0 | 0 | 11 | -2 | -6 | 1 | -8
COC(=O)c1c(C(C)=O)c(C)n(C)c1C | 0.5 | 0 | 12 | -9 | -4 | 6 | 8 | 9 | -14 | -12
Cc1ccc(NC(=O)CN(C)C(C)C(=O)N2CC(C)CC(C)C2)cc1 (configuration not stated) | -4.0 | 2 | 0 | 0 | -9 | -1 | -4 | 2 | -6 | 0
CCCCNS(=O)(=O)c1ccc(NC(=O)Cc2ccccc2[N+](=O)[O-])cc1 | -1.6 | 0 | -7 | 53* | 4 | -11 | -8 | 2 | -1 | 7
CCCc1nc2ccccc2c(=O)n1/N=C/c1ccc(O)c(O)c1 | -1.3 | / | -2 | 10 | -2 | -13 | -7 | 6 | -6 | 2
Cc1cc(C)n(-c2ccc(C(=O)Oc3ccc4c(c3)OCO4)cc2)n1 | -2.7 | -5 | / | 3 | 6 | 2 | 1 | 2 | -31 | -4

Entries from the list above that contain a thiophene ring, fused or not, in the order listed:
SMILES | CDK5 p35 inh | Wnt act | SR-BI DiI-HDL act | Rtt109 HAT inh | HTR5A ag ctr | MITF TRPM1 HTS | dFosB act | RTF Ca sens act | PvdQ acylase | SR-BI HDL uptake
COc1ccccc1N(CC(=O)NC1CCCCC1C)S(=O)(=O)c1cccs1 (configuration not stated) | -1.9 | -6 | 14 | 2 | 7 | 1 | -10 | -1 | -15 | -14
COc1ccc(-c2csc3ncnc(N4CCN(c5ccccc5)CC4)c23)cc1 | 0.4 | -3 | -6 | 0 | -1 | -5 | -2 | 2 | -9 | 6
C/C(=N\NC(=O)C(O)c1ccccc1)c1ccc(C)s1 (configuration not stated) | -1.4 | 3 | -2 | 6 | -2 | 8 | -5 | -1 | 6 | 2
CCOC(=O)c1c(NC(=O)Cn2nc(C(F)(F)F)cc2C)sc(C)c1C | -7.7 | -4 | -30 | 2 | 3 | -11 | 10 | 1 | -7 | 30

Assay outcomes deposited in PubChem by several laboratories.
